Source: PubChem
TSHR antag – Antagonists of the Thyroid Stimulating Hormone Receptor: HTS campaign; Thyrotropin receptor (Homo sapiens), P16473; TSHR-expressing cells, TSH-stimulated cAMP HTRF, 2 h; hits give low values; activity change, negative = inhibition, % at 11.5 µM; 330,000 tested, 0.2% active;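 active = activity change below a set negative limit, meaning inhibition stronger than a set level, cut at about -70% in these data; inconclusive = activity change between two set negative limits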; note: % is set by controls: 0 for no effect and ±100 for the full control effect
Target sequence (P16473 whole entry, looked up): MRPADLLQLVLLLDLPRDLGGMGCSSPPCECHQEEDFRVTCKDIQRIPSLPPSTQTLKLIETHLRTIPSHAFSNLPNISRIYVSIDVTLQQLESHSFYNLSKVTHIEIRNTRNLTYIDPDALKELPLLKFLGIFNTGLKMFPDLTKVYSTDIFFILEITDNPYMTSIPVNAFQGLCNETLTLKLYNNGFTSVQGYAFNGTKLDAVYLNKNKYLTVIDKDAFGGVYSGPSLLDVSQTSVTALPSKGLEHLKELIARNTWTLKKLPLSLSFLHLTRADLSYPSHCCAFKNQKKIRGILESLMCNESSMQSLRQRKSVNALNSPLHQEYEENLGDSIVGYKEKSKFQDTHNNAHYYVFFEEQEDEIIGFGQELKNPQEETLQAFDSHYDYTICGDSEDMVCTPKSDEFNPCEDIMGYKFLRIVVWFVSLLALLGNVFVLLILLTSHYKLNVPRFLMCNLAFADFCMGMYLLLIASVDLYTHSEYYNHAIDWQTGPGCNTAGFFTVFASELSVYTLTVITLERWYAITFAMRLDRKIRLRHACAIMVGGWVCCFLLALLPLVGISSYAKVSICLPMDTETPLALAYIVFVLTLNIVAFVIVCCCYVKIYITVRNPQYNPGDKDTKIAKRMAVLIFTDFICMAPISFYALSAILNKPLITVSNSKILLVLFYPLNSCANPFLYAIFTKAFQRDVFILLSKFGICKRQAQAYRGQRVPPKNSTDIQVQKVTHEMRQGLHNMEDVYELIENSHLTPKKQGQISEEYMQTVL
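Freshly harvested TSHR cells receive pin-tooled compound, then EC80 TSH at 4nM final. After 2 hours at 37 deg C, antibody in lysis buffer and cAMP-d2 are added; 30 minutes at ambient temperature precede the HTRF read.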
FBPA coupling cs – qHTS Assay for Inhibitors of Fructose-1,6-bisphosphate Aldolase from Giardia Lamblia: Coupling assay counterscreen | coupling enzyme system counterscreen, AmpLite Red fluorescence | activity change, negative = inhibition, % at 58.2 µM, hits read low | 290,000 tested, 0.67% active; in the data active = activity change below about -30%; note: % is set by controls: 0 for no effect and ±100 for the full control effect
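Compounds tested against the coupling enzymes alone at 57.5 uM final; readout was AmpLite Red fluorescence (525/598 nm) after 20 min at RT.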
BCR signal inh – qHTS Assay to Find Inhibitors of Chronic Active B-Cell Receptor Signaling; ABC-DLBCL IkBa-CBG/CBR reporter, luminescence ratio, 4 h; Potency, µM (top dose mostly 46.1 µM), for the others: top-dose ratio change, negative = lower green/red ratio, usual class: inhibitors; 340,000 tested, 0.05% active; AID 493014, 2011; active = well fitted inhibition curve with a large enough effect in the signal ratio, with a control signal flat, not every such curve was filed as active; inconclusive = small, poorly fitted or top-dose-only effect, or effect the other way, or a change in a side signal; the % refers to the signal ratio;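 note: potency is the fitted concentration of half-maximal effect; plate controls were basal doxycycline-induced cells for no effect and cells given 10 µM MG132 for full effect; MG132 reads +100%, hits lower the ratio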
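Compounds up to 46 uM were incubated four hours with TMD8 cells whose green CBG68 luciferase is fused to IkappaBalpha; red CBR luminescence normalised the signal, and concentration-effect curves were fitted to fusion, red and ratio data.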
Tb PFK inh – qHTS Assay to Find Inhibitors of T. brucei phosphofructokinase | 330,000 tested, 0.17% active | T. brucei PFK, ADP-Glo luminescence | Potency, µM (doses to about 57.5 µM), inactives show at the highest dose activity, negative = inhibition, actives largely listed as inhibitors | AID 485367, 2010;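 note: potency is the fitted concentration of half-maximal effect; 0% = uninhibited 1x PFK enzyme wells and -100% = no-enzyme wells; nearly all actives have a fitted effect of over 60% in size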
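Luminescent ADP detection (ADP-Glo, two-step: ATP depletion then ADP-to-ATP conversion for luciferase) reported PFK activity after 45 min room-temperature reaction of 1.25 nM enzyme with 0.5 mM F6P and 0.1 mM ATP at pH 8.0.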
GALK inh – qHTS Assay for Inhibitors of Human Galactokinase (GALK); 270,000 tested, 0.007% active; Purified GALK, Kinase-Glo residual ATP luminescence; Potency, µM (highest dose often 57.5 µM), inactives show at the top dose activity change, negative = inhibition, hits mostly inhibitors; note: potency is the fitted concentration of half-maximal effect; % is set by controls: 0 for no effect and ±100 for the full control effect
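Luminescence from leftover ATP (Ultra-Glo luciferase/luciferin) served as read-out after a 1 h room-temperature reaction of 5 nM GALK with 35 uM ATP and 100 uM galactose.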
AT treatment – qHTS Assay for Identifying a Potential Treatment of Ataxia-Telangiectasia. […] A-T fibroblasts, KAP-1 phosphorylation AlphaLISA; neocarzinostatin DNA damage 30 min before lysis. Potency, µM (top dose mostly 57.5 µM), without a hit: at the highest dose activation, usual class: activators. 320,000 tested, 0.19% active. AID 485349, 2010; note: potency is the fitted concentration of half-maximal effect; % of control where 0% means no effect; nearly all actives have a fitted effect of over 45% in size
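ATM-like activity read as KAP-1 phosphorylation via AlphaLISA donor/acceptor antibody pairs after lysis and 6 hr at 25C. Cells were ATM-null patient fibroblasts ([…], hTERT), dosed 60 min, then exposed to the DSB inducer NCS for 30 min.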
CXXC DNA block – qHTS Fluorescence Polarization Assay for Inhibitors of MLL CXXC domain - DNA interaction; Histone-lysine N-methyltransferase 2A (Homo sapiens), Q03164; MLL-CXXC / FITC-HOXA9 DNA fluorescence polarization; Potency, µM (doses to about 115 µM), without a hit: at the top dose activity change, negative = inhibition, actives largely listed as inhibitors; 290,000 tested, 0.037% active; AID 2662, 2010; active = well fitted inhibition curve with a large enough effect in the polarisation, with a control signal flat, not every such curve was filed as active; inconclusive = small, poorly fitted or top-dose-only effect, or effect the other way, or a change in a side signal; inactive = no such curve, though single readings can be large or run the other way; the % refers to the polarisation; note: potency is the fitted concentration of half-maximal effect
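Purified MLL-CXXC (added from a 7 uM solution) was preincubated 5 min at ambient with pinned compounds in 50 mM Tris-HCl pH 7.5, 50 mM NaCl, 1 mM DTT, 0.05% BSA. Fluorescein-labeled HOX-A9 DNA (50 nM solution) followed, 30 min, then polarization read.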
TCR act – Activators of T cell receptors: qHTS campaign; primary human leukocytes, anti-CD3, IL-2 HTRF, 48 h; Potency, µM (titrated, usually from 9.22 µM), without a hit: at the highest dose activation of IL-2 secretion, actives largely listed as activators; 330,000 tested, under 10 active; AID 504894, 2011; note: % of control where 0% means no effect
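Compounds are tested in HTS on primary human leukocytes co-incubated with a-CD3 beads for 48 hr. IL-2 output is measured by time-resolved FRET.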
KCNH2 WT inh – qHTS for Inhibitors of KCHN2 3.1: Wildtype qHTS; Voltage-gated inwardly rectifying potassium channel KCNH2 (Homo sapiens), Q12809; U2OS, BacMam KCNH2, thallium flux FluxOr; hits give low values; activity change, % at 1.84 µM; 340,000 tested, 0.37% active; AID 720551, 2013;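 active = maximum activity change below -70%; inconclusive = maximum activity change between -70% and -50%; inactive = maximum activity change above -50%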; note: % is set by controls: 0 for no effect and ±100 for the full control effect
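U2OS cells were transduced with wild-type KCNH2 virus (2.03 x 10^8 / mL) for 4 h at room temperature, then cultured overnight at 37 C. Thallium flux was read with FluxOr dye. Rate constants were normalized to DMSO controls.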
Giardia kill – Small Molecules that selectively kill Giardia lamblia: qHTS; Giardia lamblia trophozoite viability; 340,000 tested, 0.15% active; activity change, % at 7.66 µM, hits read low; in the data active = activity change below about -80%; inconclusive = between about -30% and that limit;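 note: parasites exposed to compound for two days anaerobically before the ATP read; % is set by controls: 0 for no effect and ±100 for the full control effect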
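Giardia lamblia trophozoites (100 cells/well) were incubated with compounds for 48 h at 37 deg C under anaerobic conditions. Viability was read as ATP content by one-step luminescence after 15-30 min at room temperature.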
* hit, by the source's call; ? = inconclusive; · = not tested or not shown; & = joins results of further samples; [ ] = another dose, or the depositor's remark. Unless noted, calls come from the whole dose curve; as a rule, active = well fitted curve in the direction sought with a large enough effect; inconclusive = small, poorly fitted or top-dose-only effect, or another doubt; inactive = no such curve, though single readings can be large; an effect the other way counts as inactive or inconclusive.

SMILES	TSHR antag	FBPA coupling cs	BCR signal inh	Tb PFK inh	GALK inh	AT treatment	CXXC DNA block	TCR act	KCNH2 WT inh	Giardia kill
Cc1cccc(N2C(=O)C(O)=C(C(=O)c3cccs3)C2c2ccc(C(C)C)cc2)n1 (configuration not stated)	-2	9	19%	-4%	6%	8%	-21%	3%	-7	5
COc1ccccc1CNC(=O)COC(=O)c1cccc(S(=O)(=O)N2CCCCC2)c1	2	·	1%	3%	-7%	3%	8%	·	8	5
CCc1cc2c(=O)c(-c3nc4ccccc4n3C)c(CCCC(=O)O)oc2cc1OC(=O)C(C)(C)C	-17	16	21%	-3%	8%	-5%	6%	-5%	1	-9
Cc1cccc2cn[nH]c12	-7	-3	?	0%	-3%	3%	1%	-2%	12	-24
O=C(/C=C/c1ccc(O)cc1)c1ccc(O)cc1O	-16&4	-1&2&-4&-2	?	3%	·	-19%	49%&17%[activator]	1%	-12	7
CCCN1C2CCCC1CC(NC(=O)c1ccc(C(C)(C)C)cc1)C2 (configuration not stated)	37	2	-1%	6%	-1%	-6%	6%	5%	37	26
CCCc1c(C(=O)Nc2ccc(N3CCOCC3)cc2)cnn1-c1ccccc1	-1	0	13%	-5%	1%	-8%	-14%	3%	2	-5
COC(=O)C1C(=O)c2c(n[nH]c2C)CC1(C)C (configuration not stated)	22	3	5%	-3%	-1%	4%	-4%	-1%	-9	1
O=C1c2oc3ccc(Cl)cc3c(=O)c2C(c2ccco2)N1CCN1CCOCC1 (configuration not stated)	-1	-7	0%	14%	-1%	-2%	23%	-5%[46.1 µM]	0	-9
Cc1nc(S(=O)(=O)Nc2ccc3c(c2)OCCO3)cn1C	-1	-1	-5%	1%	-1%	3%	0%	2%	2	-24
O=C(COC(=O)c1ccc(S(=O)(=O)NCc2ccco2)cc1)NCC1CCCCC1	0	-3	12%	-9%	-1%	-1%	9%	0%	-13	-9
CN(C1CCCCC1)S(=O)(=O)c1ccc(S(=O)(=O)N2CCCC2)cc1	2	-1	6%	2%	-2%	-4%	8%	0%	-11	0
Cn1nc(C(F)(F)F)c(C(=O)Nc2ccc(F)cc2F)c1Sc1ccc(C(F)(F)F)cc1	-4	-4	24%	1%	0%	10%	-3%	7%	5	6
CC(C)(C)NC(=S)N/N=C/c1c(Cl)cccc1Cl	12	-11	?	-2%	1%	13%	-2%	-4%	8	-1
CCN1C(=O)[C@H]2[C@@H](c3ccc(-c4ccc(C(C)=O)cc4)cc3)N[C@@](Cc3ccccc3)(C(=O)OC)[C@H]2C1=O	-1	·	0%	0%	·	5%	·	-2%	-7	37[activator]
Cc1cc(C)cc(NC(=O)CSCc2cc(=O)n3ccsc3n2)c1	5	·	-16%	2%	1%	-5%	5%	-1%	0	10
O=C(Nc1cnn(Cc2ccc(Cl)cc2Cl)c1)c1cc(-c2cccs2)on1	-19	2	-1%	-1%	-2%	1%	17%	3%	-13	11
Cc1ccc(NC(=O)CN2CCN(C(=O)C3CCCO3)CC2)c(C)c1 (configuration not stated)	-9	·	1%	0%	0%	-1%	6%	-1%	-7	0
Cc1ccccc1CSCC(=O)Nc1ccccc1F	-6	0	-7%	3%	5%	1%	-5%	3%	-2	9
Cc1cc(C(=O)CSc2cccc[n+]2[O-])c(C)n1-c1ccc(Br)cc1	-9	1	?	-1%	-3%	-1%	-4%	·	·	·
O=C(N1CCOCC1)N1CCOCC1	7	3	0%	-2%	2%	-1%	-5%	-3%	-9	7
COc1ccc(OCC(=O)Nc2nc3ccc(NC(C)=O)cc3s2)cc1	9	1	-1%	0%	1%	2%	-2%	8%	-5	4
O=C(O[C@@H]1OC2COC(=O)c3cc(O)c(O)c(O)c3-c3c(cc(O)c(O)c3O)C(=O)O[C@@H]([C@H]1O)[C@@H]2O)c1cc(O)c(O)c(O)c1	9	-18	14%	2.1µM*	·	-14%	?	13%	-11	-17
CCN(c1ccccc1)S(=O)(=O)c1cccc(C(=O)N2CCN(S(=O)(=O)c3ccccc3)CC2)c1	-13	·	-1%	3%	-3%	19%	-20%	0%	-4	4
CCOCCCN(C(=O)c1snc(C(N)=O)c1N)C(C(=O)NC1CCCC1)c1ccc(O)cc1 (configuration not stated)	-10	-1	-5%	-1%	-1%	2%	5%	5%	-9	-17
CC(=O)NCCC(=O)Nc1cc(S(=O)(=O)N2CCCCC2)ccc1N1CCCCC1	-2	·	2%	-8%	·	-6%	·	·	8	14
Cc1cc2nnc(SCC(=O)N3CCOCC3)n2c2ccccc12	-3	-1	-12%	0%	0%	1%	-3%	-2%	-1	-2
O=C(Nc1nncs1)c1cc(S(=O)(=O)N2CCCCC2)ccc1Cl	-5	2	8%	3%	1%	-2%	-5%	-3%	-4	-12
CCCn1c(N)c(N(CCOC)C(=O)COC(=O)c2ccccc2NCCO)c(=O)[nH]c1=O	20	·	?	-18%	·	·	·	-1%	-6	9
Cc1cccc(C)c1NC(=S)Nc1ccccc1C(=O)NCc1ccco1	11	5	18%	-1%	-1%	0%	3%	4%[46.1 µM]	7	-2
COc1ccccc1C(=O)Nc1ccc2c(c1)n(C)c(=O)n2C	1	-2	?	-3%	0%	12%	-4%	3%	-4	-3
S=c1nc(-c2cccc(Cl)c2)[nH][nH]1	-7	4	-5%	2%	6%	-1%	2%	-5%	-2	-21
Cc1ccc(C(=O)NNC2=Nc3cccc4cccc2c34)cc1	-23	-3	-2%	0%	-1%	0%	?	0%[46.1 µM]	-8	-1
COc1ccccc1NC(=O)Nc1ccc(N2CCOCC2)cc1	-2	-1	?	-1%	-2%	4%	-2%	1%	-11	-20
O=C(N/N=C/c1ccc(Sc2nc3ccccc3s2)c([N+](=O)[O-])c1)c1ccccn1	-21	·	-1%	1%	-1%	2%	-3%	-8%	2	-3
CC(=O)NC(c1ccc(C)cc1)c1cc([N+](=O)[O-])c2cccnc2c1O (configuration not stated)	-4	-8	-12%	-1%	-3%	-5%	3%	0%	-5	7
Cn1nnnc1SCC(=O)NC(=O)c1cccc([N+](=O)[O-])c1	-3	-1	4%	-1%	0%	10%	2%	1%	-2	10
CCCCCCCCNC(=S)NCCN1CCCCC1	7	1	?	0%	10%	6%	-2%	16%	·	16
CCOc1ccccc1NC(=O)COc1ccc2ccc(=O)oc2c1	-12	-2	-9%	4%	1%	-1%	-1%	-3%	1	-5
O=C(Cn1cncn1)N1CCN(c2ccc(F)cc2)CC1	-2	2	2%	-1%	2%	6%	-9%	6%	1	5

One compound at a time, from the list above. Values in the order: TSHR antag | FBPA coupling cs | BCR signal inh | Tb PFK inh | GALK inh | AT treatment | CXXC DNA block | TCR act | KCNH2 WT inh | Giardia kill
Shown for `O=C(N1CCOCC1)N1CCOCC1` → 7 | 3 | 0% | -2% | 2% | -1% | -5% | -3% | -9 | 7
Shown for `CCOCCCN(C(=O)c1snc(C(N)=O)c1N)C(C(=O)NC1CCCC1)c1ccc(O)cc1` (configuration not stated) → -10 | -1 | -5% | -1% | -1% | 2% | 5% | 5% | -9 | -17
Shown for `Cn1nnnc1SCC(=O)NC(=O)c1cccc([N+](=O)[O-])c1` → -3 | -1 | 4% | -1% | 0% | 10% | 2% | 1% | -2 | 10

Other structures
SMILES	TSHR antag	FBPA coupling cs	BCR signal inh	Tb PFK inh	GALK inh	AT treatment	CXXC DNA block	TCR act	KCNH2 WT inh	Giardia kill
CCCCN1C(=O)N(c2ccccc2Cl)C(C)(O)CC1(C)C (configuration not stated)	1	1	-7%	0%	5%	27%	-5%	4%	-7	?
COc1cccc(/C=C/C(=O)c2cccc([N+](=O)[O-])c2)c1OC	-3	0	?	0%	4%	-4%	-6%	·	-1	?
Cn1cc([N+](=O)[O-])c(C(=O)Nc2ccn(Cc3c(F)c(F)cc(F)c3F)n2)n1	3	2	?	-4%	-1%	-5%	-6%	-6%	15	19
O=C(O)/C=C/c1ccc(S(=O)(=O)NCc2cccnc2)cc1	-4	-3	-3%	2%	0%	-1%	-1%	5%	6	-22
CC(=NCCc1c(C)[nH]c2ccc(OC(F)(F)F)cc12)C1=C(O)CC(c2ccccc2)CC1=O (configuration not stated)	-7	-1	?	-1%	9%	-1%	-5%	0%	-1	3
O=C(c1ccco1)N1CCN(C(=O)c2nn3cccnc3c2Cl)CC1	1	0	-11%	3%	0%	1%	1%	0%	-15	-6
O=C(O)/C=C/c1ccc(Oc2ncccn2)cc1	6	-3	6%	2%	·	6%	21%	-10%	15	-21
C=CCn1c(-c2ccc(OC)cc2)nc2ccccc21	9	4	2%	-21%	0%	·	-12%	0%	19	-24
